Compound activity from PubChem BioAssay.
DNA FID counter: compounds displacing fluorescent DNA intercalator, primary screen, artefact control for HCV NS3 helicase inhibitor project, biochemical, FID fluorescence; DNA fluorescent intercalator displacement; inhibition, % at 7.9 µM; actives 0.17% (n = 290,000); in the data active means inhibition above about 37%;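 further: 0% = vehicle and 100% = reference compound; higher means more ethidium bromide displaced from hairpin DNA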
OXTR ag: human OXTR agonists, primary screen, fluorescence, CHO-OTR cells, Fluo-8 calcium; Oxytocin receptor (Homo sapiens), P30559; Fluo-8 calcium fluorescence; normalized: DMSO 0%, oxytocin 100%; activation, % at 3 µM; actives 0.32% (n = 320,000); AID 2435, 2010;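 active means activation above the mean of all tested compounds plus 3 SD, cutoff set per screening run, cut at about 20% in these data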;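 further: peak over basal fluorescence ratio from a 100 s FLIPR kinetic read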
Target sequence (P30559 whole entry, looked up): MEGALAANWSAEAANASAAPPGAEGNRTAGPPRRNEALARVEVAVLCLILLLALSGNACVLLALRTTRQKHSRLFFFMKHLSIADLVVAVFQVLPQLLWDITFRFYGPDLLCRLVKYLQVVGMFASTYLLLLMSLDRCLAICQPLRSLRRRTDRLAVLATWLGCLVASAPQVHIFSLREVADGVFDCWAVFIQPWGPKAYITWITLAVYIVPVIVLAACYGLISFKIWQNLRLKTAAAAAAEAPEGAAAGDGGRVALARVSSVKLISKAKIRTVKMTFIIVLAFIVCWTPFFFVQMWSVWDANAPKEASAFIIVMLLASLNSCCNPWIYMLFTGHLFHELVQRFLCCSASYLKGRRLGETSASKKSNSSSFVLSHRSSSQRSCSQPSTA
IMP-1 inhibitor: IMP-1 metallo-beta-lactamase inhibitors, primary screen, biochemical, epi-absorbance readout, Pseudomonas aeruginosa enzyme. purified IMP-1, nitrocefin hydrolysis, epi-absorbance fluorescence. inhibition, % at 5.6 µM. actives 0.45% (n = 290,000). metallo-beta-lactamase IMP-1 (Pseudomonas aeruginosa);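 active means inhibition above the mean plus 3 SD of all compounds in the same screening run, cut at about 4.5% in these data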;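 further: 0% = IMP-1 with DMSO and 100% = DMSO wells lacking enzyme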
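system = purified recombinant IMP-1 beta-lactamase | amount = 0.2 nM IMP-1, as dispensed | medium = HEPES buffer pH 7.1 with ZnSO4 and Brij 35 | times = 25 °C, 15 min preincubation, 25 min reaction | detection = plate fluorescence quenching by hydrolysis product, ex 480/em 530 nm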
V1aR counter: agonists of human V1a receptor, primary screen, counter-screen for OXTR agonist project, fluorescence, CHO-V1R cells. activation, % at 3 µM. Fluo-8 calcium fluorescence, agonist mode; 0% DMSO, 100% 3 nM vasopressin. actives 0.25% (n = 320,000). Vasopressin V1a receptor (Homo sapiens), P37288. AID 2797, 2010;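 active means activation above the mean activation of all tested compounds plus 3 SD, per screening run, cut at about 20% in these data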;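 further: signal is peak over basal fluorescence ratio across a 100 second FLIPR read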
Target sequence (P37288 whole entry, looked up): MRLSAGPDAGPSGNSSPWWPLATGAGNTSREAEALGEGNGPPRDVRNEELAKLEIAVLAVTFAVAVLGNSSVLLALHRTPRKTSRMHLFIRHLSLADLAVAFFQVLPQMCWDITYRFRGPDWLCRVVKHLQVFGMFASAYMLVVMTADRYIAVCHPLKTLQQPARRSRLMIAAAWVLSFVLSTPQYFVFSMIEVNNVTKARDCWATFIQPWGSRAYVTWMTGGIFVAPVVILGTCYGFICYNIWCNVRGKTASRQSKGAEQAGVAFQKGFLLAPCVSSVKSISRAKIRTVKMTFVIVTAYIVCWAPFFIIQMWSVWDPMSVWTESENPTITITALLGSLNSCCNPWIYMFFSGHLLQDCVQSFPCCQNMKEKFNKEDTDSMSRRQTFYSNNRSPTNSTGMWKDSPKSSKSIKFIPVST
PHOSPHO1 block: PubChem AID 1565. Phosphoethanolamine/phosphocholine phosphatase (Homo sapiens), Q8TCT1. recombinant PHOSPHO1, absorbance phosphatase assay. inhibition, % at 13.3 µM. actives 1.1% (n = 290,000); in the data active means inhibition above about 60%
Target sequence (Q8TCT1 whole entry, looked up): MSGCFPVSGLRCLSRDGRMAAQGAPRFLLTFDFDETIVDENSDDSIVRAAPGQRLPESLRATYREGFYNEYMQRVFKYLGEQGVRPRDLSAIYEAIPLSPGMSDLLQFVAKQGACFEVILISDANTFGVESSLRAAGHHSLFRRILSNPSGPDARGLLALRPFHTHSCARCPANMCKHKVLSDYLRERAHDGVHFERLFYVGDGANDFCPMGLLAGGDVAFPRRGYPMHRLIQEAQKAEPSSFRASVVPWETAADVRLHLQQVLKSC
GPR7 antagonist: GPR7 receptor antagonists, primary screen, cell-based, fluorescence, single concentration; Neuropeptides B/W receptor type 1 (Homo sapiens), P48145; GPR7-expressing cells, fluorescence antagonist assay; inhibition, % at 4.4 µM; actives 1.1% (n = 290,000); in the data active means inhibition above about 16%, passing the limit was not always enough;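 further: cells stimulated with the agonist NPW; 0% = agonist with vehicle and 100% = vehicle without agonist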
GalR3 antag: GalR3 antagonists in HEK293 cells, primary screen, cell-based, fluorescence readout | HEK293 GalR3-CNG cAMP membrane potential fluorescence; galR3 body fused to GalR1 C-terminus | inhibition, % at 3 µM | actives 0.44% (n = 360,000) | AID 651719, 2012;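 active means inhibition above the screen-wide average plus 3 SD, cut at about 13% in these data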;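 further: forskolin and galanin both at EC90 stimulate the cells; cAMP rise reported by CNG channel membrane potential dye signal; 0% = forskolin plus galanin with DMSO and 100% = forskolin alone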
HCV NS3 hel inh: inhibitors of HCV NS3 helicase, primary screen, biochemical, Cy5 molecular beacon fluorescence. NS3 helicase DNA unwinding. inhibition, % at 10.9 µM. actives 0.56% (n = 290,000). AID 1800, 2009;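 active means inhibition above the mean of all tested compounds plus 3 SD, set per campaign, cut at about 35% in these data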;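 further: 0% = DMSO wells and 100% = thioflavine S control wells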
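System: HCV NS3 helicase fragment; control set: DMSO and thioflavine S; technique: Cy5 fluorescence at 0 and 60 min, beacon hairpin quenching; reagent: beacon DNA duplex substrate plus ATP; replicates: singlicate; schedule: 1 h reaction at 25 °C, ATP-initiated; medium: MOPS buffer pH 6.5 with MgCl2, DTT, Tween20, BSA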
VIM-2 inhibitor: VIM-2 metallo-beta-lactamase inhibitors, primary screen, biochemical, epi-absorbance readout, Pseudomonas aeruginosa enzyme; purified VIM-2, nitrocefin hydrolysis, epi-absorbance fluorescence; inhibition, % at 5.6 µM; actives 0.89% (n = 290,000); AID 1527, 2009;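 active means inhibition above the mean of all tested compounds plus 3 SD, cutoff set per screening run, cut at about 7.5% in these data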;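 further: red hydrolysis product quenches plate fluorescence so inhibitors raise well fluorescence; 0% = enzyme with DMSO and 100% = DMSO without enzyme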
* hit, by the source's call; . = no result given.

SMILES	DNA FID counter	OXTR ag	IMP-1 inhibitor	V1aR counter	PHOSPHO1 block	GPR7 antagonist	GalR3 antag	HCV NS3 hel inh	VIM-2 inhibitor
CCCC(=O)NC(=S)Nc1ccccc1OC	-4	-2.8	0.7	-0.9	26	-3	-4	1	-2.6
O=C(C1CCC(Cn2c(=S)[nH]c3ccccc3c2=O)CC1)N1CCN(c2ccccn2)CC1 (stereo unspecified)	7	-0.2	-1.6	0.0	-8	3	-1	8	-0.7
COc1ccc(C)cc1NC(=O)Nc1ccc2c(c1)CCC2	-7	-0.8	-3.0	-1.3	26	-13	-3	-1	-0.5
CN(C)S(=O)(=O)c1ccc(NC(=O)COC(=O)CC2CC3CCC2C3)cc1 (stereo unspecified)	-14	0.1	-3.6	1.8	20	-5	-2	2	-2.5
Cc1cc(C)c[n+](-c2[nH]c(=O)sc2/C=N/N=C(\N)[S-])c1	-2	-0.4	-3.6	0.5	-27	-5	0	-2	-4.3
S=c1[nH]nc(COc2ccc(Cl)cc2)n1-c1ccc(Cl)cc1	-26	8.5	-4.4	9.2	-111	0	-12	10	-3.4
COc1ccc(N2CCN(C(CNC(=O)C(=O)NCc3ccc4c(c3)OCO4)c3ccco3)CC2)cc1 (stereo unspecified)	-1	0.6	-3.0	2.0	19	-15	5	4	-0.4
COc1ccnc2c1c(=O)n(Cc1cccc(Cl)c1)c(=O)n2C	-18	0.3	-4.5	0.3	26	-10	-3	6	0.1
CCCc1ccc(C(=O)NNc2cccc(C)c2)cc1	-14	2.0	2.3	-2.5	19	-1	-1	4	0.0
CC(C)OCCCNC(=O)Cn1ncc2c(=O)oc3ccccc3c21	-1	0.4	-0.3	0.6	18	-2	-5	11	0.7
O=S(=O)(c1cccc2nsnc12)N1CCc2ccccc21	0	.	-4.3	.	2	-9	-5	1	-5.2
Clc1ccc(CSc2cc3c(nn2)-c2ccccc2CC3)cc1	-4	3.3	0.2	3.1	30	-3	-3	-1	-2.2
CCc1nnc(NS(=O)(=O)c2ccc(N/C=C(\C=O)c3nc4cc(Cl)ccc4o3)cc2)s1	-12	0.2	-0.8	-0.1	45	-1	-6	14	-3.2
CC(C)(C)c1nc(CN2CCCCC2)cc(CN2CCCCC2)c1O	17	6.0	1.4	2.5	20	0	-1	-14	-0.3
O=C(CCC(=O)N/N=C/c1ccccc1O)NCc1ccccc1	-5	0.1	-4.2	0.3	13	-10	-12	1	-3.8
COc1cccc(/C=N/Nc2nc3ccccc3n3cnnc23)c1	-5	0.0	-3.3	-0.4	7	0	-2	-5	-0.7
CC1CCN(C(c2ccc(N(C)C)cc2)c2nnnn2Cc2ccc(F)cc2)CC1 (stereo unspecified)	-6	-0.3	-1.4	3.8	58	-1	-1	-2	-1.5
COC(=O)c1ccc(C(=O)OC)c(NC2=NS(=O)(=O)c3ccccc32)c1	-3	0.2	1.1	-0.3	7	3	-6	9	-2.9
CCN(CC)C(=O)c1ccc(S(=O)(=O)NCc2cccnc2)cc1	-2	0.9	-0.6	0.2	16	-10	-2	0	-2.9
CC(=O)c1cccc(NC(=O)CSc2nc(C3CC3)nc3ccccc23)c1	-36	3.2	-2.9	5.2	40	-10	-8	-3	-0.5
Cn1c(C(=O)O)ccc1S(=O)(=O)N1CCCCCC1	1	0.7	-4.7	-1.5	36	-13	-2	1	-1.4
CC1Cc2cc(S(=O)(=O)N3CCCCC3C)ccc2N1C(=O)C1CCC1 (stereo unspecified)	-52	0.9	-1.6	1.5	43	-4	4	-1	0.3
S=C(Nc1ccccc1)N1CCN(c2ccccn2)CC1	-4	1.4	-2.5	0.1	29	-10	-6	6	-2.1
COC(=O)c1c(C)nc2ccccc2c1-c1ccccc1	-16	-1.4	-1.8	-1.6	15	-1	-3	-2	-3.2
Cc1nn(Cc2ccc([N+](=O)[O-])cc2)c(=O)n1N(C)c1ncc(C(F)(F)F)cc1Cl	-13	2.1	-2.6	3.6	1	4	-7	4	-5.1
CCN(CC)C(=S)Sc1c(-c2ccccc2)c2cc(Cl)ccc2[nH]c1=O	-8	-0.8	-2.4	0.1	88*	-5	-1	-2	-2.9
O=C(COC(=O)c1cccs1)Nc1nc(-c2ccccc2)cs1	-3	-1.2	-1.9	1.3	-2	-3	-2	-1	-1.9
Cc1ccsc1C1NC(=O)c2c(sc3c2CCCC3)N1 (stereo unspecified)	-6	1.0	-1.1	1.9	10	-2	.	16	-1.2
CCN(CC)CC#CC(OC)(c1ccccc1)c1ccccc1	5	-2.9	-3.6	-0.5	23	-13	-5	-15	-4.5
Cc1c(N/N=C(\C#N)C(=O)c2ccccc2)c(=O)n(-c2ccccc2)n1C	-8	.	-4.9	.	4	-13	-8	18	-6.1

Following part:
SMILES	DNA FID counter	OXTR ag	IMP-1 inhibitor	V1aR counter	PHOSPHO1 block	GPR7 antagonist	GalR3 antag	HCV NS3 hel inh	VIM-2 inhibitor
OCc1c(Cl)nc2ccccn12	-2	-0.2	-3.1	0.2	9	-11	14*	10	-2.5
COc1ccc(NC(=O)C(=O)NNC(=O)c2cccs2)c(OC)c1	-1	-1.0	-17	0.1	34	-4	-2	2	-3.4
COc1ccc(CC(=O)Oc2ccc(C#N)cc2)cc1	6	-0.8	1.7	0.7	-3	-10	-11	6	0.0
COc1cc(OC)cc(C(=O)NNC(=O)c2cc3c(s2)CCCC3)c1	-1	0.1	-0.9	0.2	11	-16	-1	1	-1.6
Cc1cc2cc(CNC(=O)Nc3ccc(Cl)c(Cl)c3)ccc2n1C	0	0.6	-1.8	0.3	24	-12	.	0	-1.9
Cc1ccc(CNC(=O)CCc2nnc3ccc(N4CCC5(CC4)OCCO5)nn23)cc1	-42	0.0	-1.1	-0.1	4	14	1	3	-2.9
NNC(=O)CCn1nnc2ccccc21	-19	-1.1	0.2	0.0	41	13	-2	4	-0.1
COCCN(C(=O)Cc1cccs1)C(C(=O)NC1CCCC1)c1ccc(OC)c(OC)c1 (stereo unspecified)	-2	0.8	-2.9	-0.6	17	-2	-5	0	-1.0
CCOC(=O)C(NC(C)=O)C(=O)Nc1ccc(OC)cc1 (stereo unspecified)	2	1.3	-1.3	0.0	44	-4	-1	-11	-1.3
CCOc1ccc(NS(=O)(=O)c2ccc(-c3cnc(C4CC4)o3)cc2)cc1	-25	3.9	-0.6	4.8	-17	-4	-4	-19	-0.8
COc1ccc(OCCNc2cc(N3CCCCC3)ccc2[N+](=O)[O-])cc1	3	-0.6	-1.6	1.2	28	-7	-2	-7	-0.8
O=C1CC(c2ccc(Cl)cc2)CC(O)=C1C=NCCN1CCNCC1 (stereo unspecified)	4	-0.7	-1.2	0.2	-1	-3	-4	5	-4.4
Cc1ccsc1/C=N/NC(=O)c1ccc(-n2cccc2)cc1	-2	-0.2	-3.6	0.3	-7	-9	-4	16	-6.0
CCCCS(=O)(=O)NC1=NCN(C2CCN(Cc3ccccc3)CC2)CN1	-2	.	-2.1	.	.	-7	.	-7	-6.5
CC(=O)Nc1ccc(C2NC(=O)CCC2[N+](=O)[O-])cc1 (stereo unspecified)	-4	0.2	-2.4	0.8	36	-4	-9	-4	-0.6
O=c1[nH]c(C2CCN(S(=O)(=O)c3ccc4c(c3)OCCO4)CC2)nc2c1nnn2Cc1ccccc1	-41	.	-1.5	.	31	17	-9	-19	-2.3
O=C(Nc1cccnc1Cl)c1cccs1	-3	-0.3	-3.0	0.0	6	-9	-4	-2	-3.0
CSc1ccccc1C(=O)NCc1ccccc1C	-3	-1.3	-1.5	-0.1	39	-5	-3	-3	0.1
CC(CN1CCOCC1)OC(=O)c1ccccc1Cl (stereo unspecified)	-1	-1.3	-1.4	-0.2	-26	0	-3	2	0.1
Cc1ccc(-c2nn(-c3ccccc3)cc2/C=C(\C#N)C(=O)NCc2ccccc2)cc1	0	-1.1	-4.1	0.7	1	-10	4	-1	-4.6
O=C(NCCC1=CCCCC1)C1CCCN(c2nc3ccccc3o2)C1 (stereo unspecified)	-13	-1.4	1.5	-0.5	4	-7	1	-5	0.0
Cc1nn(-c2ccccc2)c2sc(C(=O)N(Cc3ccco3)C(C)C(=O)NC(C)(C)C)cc12 (stereo unspecified)	-4	-1.2	-1.3	0.0	-28	-6	1	-1	-2.2
C[n+]1ccc(/C=C/c2c[nH]c3ccccc23)cc1	10	2.8	11*	2.4	-12	-9	0	2	4.8
O=c1[nH]c(Cc2ccc(Cl)cc2)nc2ccccc12	0	-0.8	-1.9	1.0	51	-8	5	6	-3.1
O=C(COC(=O)c1c2c(nc3ccccc13)CCN(Cc1ccccc1)C2)Nc1c(F)cccc1F	2	2.1	1.6	3.2	-7	5	-4	-6	0.7
COc1ccc(CNC(=O)C(=O)NCC2OCCN2C(=O)c2ccc(OC)cc2)cc1 (stereo unspecified)	-25	-0.8	-0.7	-0.5	-24	-13	-2	0	0.5
C=CCOc1ccc(/C(O)=C2/C(=O)C(=O)N(CCCN3CCOCC3)C2c2ccccc2)cc1 (stereo unspecified)	-9	-0.8	-1.6	0.9	.	-1	3	-1	-2.7
OCCN(Cc1ccccc1)C(=S)Nc1ccc(Cl)cc1Cl	-5	-0.6	-2.3	-1.2	11	-11	-6	-4	-1.1
COc1cccc(CNC(=O)c2ccc(C(=O)NCc3cccc(OC)c3)cc2)c1	-27	0.4	-2.2	2.2	9	-13	0	1	-0.7
CCCCC(=O)Nc1sc(C(=O)N(CC)CC)c(C)c1C(=O)OC	-28	0.9	-4.9	1.1	-18	-1	-1	2	-3.1
O=C(CSc1nc(-c2ccccc2)c(-c2ccccc2)o1)NC1CCS(=O)(=O)C1 (stereo unspecified)	-30	-0.1	-2.2	0.9	-9	-3	-2	1	0.0

Sorted by the number under GPR7 antagonist (smallest number first): some entries from above
SMILES | IMP-1 inhibitor | PHOSPHO1 block | GPR7 antagonist | GalR3 antag | HCV NS3 hel inh | VIM-2 inhibitor
Cc1ccc(-c2nn(-c3ccccc3)cc2/C=C(\C#N)C(=O)NCc2ccccc2)cc1 | -4.1 | 1 | -10 | 4 | -1 | -4.6
Cc1nn(-c2ccccc2)c2sc(C(=O)N(Cc3ccco3)C(C)C(=O)NC(C)(C)C)cc12 (stereo unspecified) | -1.3 | -28 | -6 | 1 | -1 | -2.2
O=C(CSc1nc(-c2ccccc2)c(-c2ccccc2)o1)NC1CCS(=O)(=O)C1 (stereo unspecified) | -2.2 | -9 | -3 | -2 | 1 | 0.0
